Screening data from PubChem BioAssay.
WRN inhibitor: qHTS for Inhibitors of WRN Helicase | Bifunctional 3'-5' exonuclease/ATP-dependent helicase WRN (Homo sapiens), Q14191 | WRN helicase unwinding, fluorescent forked duplex, kinetic | Potency, µM (top dose mostly 114 µM), inactives show at the highest dose activity change, negative = inhibition, actives largely listed as inhibitors | 360,000 compounds, 0.46% hits | AID 651768, 2012; further: potency means the concentration at half of the fitted maximal effect; on the % scale 0 is the no-effect control and ±100 the full control effect; nearly all actives have a fitted effect of over 55% in size
Target sequence (Q14191 whole entry, looked up): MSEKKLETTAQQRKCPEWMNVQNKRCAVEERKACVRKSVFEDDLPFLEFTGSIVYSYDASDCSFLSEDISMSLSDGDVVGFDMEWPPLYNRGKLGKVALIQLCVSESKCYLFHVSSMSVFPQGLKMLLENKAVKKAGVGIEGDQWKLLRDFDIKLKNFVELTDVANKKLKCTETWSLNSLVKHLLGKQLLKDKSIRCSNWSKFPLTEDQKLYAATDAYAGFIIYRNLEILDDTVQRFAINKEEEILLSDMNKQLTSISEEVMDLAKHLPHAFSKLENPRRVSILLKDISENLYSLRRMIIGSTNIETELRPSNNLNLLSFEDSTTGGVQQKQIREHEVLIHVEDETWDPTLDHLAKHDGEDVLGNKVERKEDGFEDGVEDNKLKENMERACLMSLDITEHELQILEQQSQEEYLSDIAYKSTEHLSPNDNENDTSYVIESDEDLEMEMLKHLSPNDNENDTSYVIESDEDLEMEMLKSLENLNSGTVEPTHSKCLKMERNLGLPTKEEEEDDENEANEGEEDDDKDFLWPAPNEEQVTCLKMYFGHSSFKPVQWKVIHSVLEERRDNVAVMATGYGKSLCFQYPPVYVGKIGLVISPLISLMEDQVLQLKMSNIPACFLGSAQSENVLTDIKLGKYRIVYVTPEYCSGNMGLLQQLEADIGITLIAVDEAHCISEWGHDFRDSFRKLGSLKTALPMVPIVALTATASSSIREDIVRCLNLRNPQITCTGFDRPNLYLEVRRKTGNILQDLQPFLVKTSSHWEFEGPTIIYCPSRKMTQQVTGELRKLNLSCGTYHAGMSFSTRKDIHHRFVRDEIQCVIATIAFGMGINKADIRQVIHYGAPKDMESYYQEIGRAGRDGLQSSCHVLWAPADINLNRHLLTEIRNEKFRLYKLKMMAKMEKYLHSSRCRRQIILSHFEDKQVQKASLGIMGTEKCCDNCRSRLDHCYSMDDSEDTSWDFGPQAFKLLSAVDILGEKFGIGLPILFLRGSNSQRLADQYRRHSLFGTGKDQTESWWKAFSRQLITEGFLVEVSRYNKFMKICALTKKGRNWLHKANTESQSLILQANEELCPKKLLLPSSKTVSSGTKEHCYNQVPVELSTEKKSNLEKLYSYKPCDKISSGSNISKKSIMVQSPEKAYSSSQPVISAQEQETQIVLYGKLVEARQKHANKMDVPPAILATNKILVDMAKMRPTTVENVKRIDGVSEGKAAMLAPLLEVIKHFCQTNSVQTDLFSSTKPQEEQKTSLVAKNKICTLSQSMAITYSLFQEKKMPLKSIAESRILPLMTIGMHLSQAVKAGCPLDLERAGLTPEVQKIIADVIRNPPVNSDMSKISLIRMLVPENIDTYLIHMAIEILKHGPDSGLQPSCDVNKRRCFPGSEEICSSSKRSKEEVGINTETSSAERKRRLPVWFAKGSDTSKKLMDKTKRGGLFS
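Enzyme (20 nM final) and test compound sit together 15 min at room temperature before substrate addition. Substrate is a single-forked duplex oligonucleotide (100 nM) labelled with fluorophore and quencher, with 2 mM ATP; helicase unwinding raises red fluorescence, read kinetically.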
aSyn rescue: qHTS of alpha-syn Inhibitors | 370,000 compounds, 0.14% hits | Yeast expressing alpha-synuclein, growth rescue, BacTiter-Glo, 24 h | Potency, µM (top dose mostly 46.1 µM), for inactives: at the highest dose growth rescue (activation), usual class: activators; further: potency means the concentration at half of the fitted maximal effect; % of control where 0% means no effect; nearly all actives have a fitted effect of over 65% in size
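Screening used galactose-induced yeast with toxic alpha-synuclein levels, exposed to compound for 24 hr at 30 deg C. Cell growth, read with BacTiter-Glo luminescence, gave the measured signal.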
PLK1 PBD inh: qHTS for Inhibitors of PLK1-PDB (polo-like kinase 1 - polo-box domain): Primary Screen. Plk1 PBD binding of FITC phosphopeptide, fluorescence polarization. Serine/threonine-protein kinase PLK1 (Homo sapiens), P53350. AID 720504, 2013. Potency, µM, without a hit: max response, negative = inhibition, usual class: inhibitors. 360,000 compounds, 2.8% hits; further: potency means the concentration at half of the fitted maximal effect; series mostly up to about 57 µM; on the % scale 0 is the no-effect control and ±100 the full control effect; nearly all actives have a fitted effect of over 65% in size
Abeta rescue: qHTS for compounds that reverse cellular toxicity of Amyloid beta (A-beta) peptide in yeast: Primary Screen; yeast expressing A-beta42, growth rescue, OD600, 48 h; response scale: 0% DMSO, 100% iron-clioquinol control; Potency, µM (highest dose often 46.1 µM), inactives show at the highest dose growth rescue, usual class: activators; 410,000 compounds, 0.063% hits; AID 1347071, 2019; further: potency means the concentration at half of the fitted maximal effect; nearly all actives have a fitted effect of over 55% in size
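Growth rescue measured by 600 nm absorbance after 48 h yeast culture at 30 C with compound. Values normalized between DMSO and an equimolar ferric chloride plus clioquinol control.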
EPAC1 antag: qHTS for Antagonist of cAMP-regulated guanine nucleotide exchange factor 3 (EPAC1): primary screen. Rap guanine nucleotide exchange factor 3 (Homo sapiens), O95398. EPAC1 GEF assay, Rap1b-BODIPY-GDP exchange fluorescence. Potency, µM (top dose mostly 115 µM), without a hit: top-dose activity change, negative = inhibition, actives largely listed as inhibitors. 360,000 compounds, 0.14% hits;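 further: potency means the concentration at half of the fitted maximal effect; plate controls were vehicle for no effect and positive control for full effect; nearly all actives have a fitted effect of over 50% in size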
FUS yeast rescue: qHTS for Suppressors of FUS Proteinopathy: Primary screen using FUS-linked yeast assay. AID 1347120, 2019. Potency, µM (highest dose often 76.6 µM), for inactives: at the highest dose growth rescue (activation), usual class: activators. 390,000 compounds, 0.24% hits. S. cerevisiae FUS-expressing, growth rescue, OD600, 24 h;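 further: potency means the concentration at half of the fitted maximal effect; plate controls were DMSO vehicle for no effect and reference control for full effect; nearly all actives have a fitted effect of over 55% in size; some results filed as inactive show a strong effect at the top dose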
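FUS-expressing yeast, raffinose-pregrown, induced in 2% galactose minimal medium at OD 0.005; compounds in a dilution series, 24hr at 30C. Growth restoration read as absorbance at 600 nm. CP55940 positive control, DMSO negative.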
EPAC1 ag: qHTS for Agonist of cAMP-regulated guanine nucleotide exchange factor 3 (EPAC1): primary screen | Potency, µM (top dose mostly 154 µM), for the others: top-dose activation, most hits filed as activators | 360,000 compounds, 0.073% hits | EPAC1 agonist qHTS, biochemical assay; response scale: 100% = response to 6.5 mM cAMP | Rap guanine nucleotide exchange factor 3 (Homo sapiens), O95398; further: potency means the concentration at half of the fitted maximal effect; nearly all actives have a fitted effect of over 60% in size
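Normalized to 6.5 mM cAMP, activity reflects EPAC1-catalysed release of BODIPY-GDP from Rap1B, followed kinetically over 30 min at 480 nm excitation, 540 nm emission. Reaction contained 100 nM EPAC1, 250 nM Rap1B-BODIPY-GDP, 50 uM GDP.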
PI5P4Ka inh: qHTS for Inhibitors of phosphatidylinositol 5-phosphate 4-kinase (PI5P4K). max response, %. 330,000 compounds, 1.2% hits. PI5P4Kalpha enzyme, ADP-Glo luminescence, 60 min; active compounds read low. Phosphatidylinositol 5-phosphate 4-kinase type-2 alpha (Homo sapiens), P48426; active means max response of -50% or lower; inconclusive means between -30% and -50%; inactive means -30% or higher; further: value at the top dose of about 77 µM; on the % scale 0 is the no-effect control and ±100 the full control effect
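qHTS, 1536-well: enzyme/substrate mix, compound by pin tool, 5 microM ATP final; RT 60 min; ADP-Glo reagents 1 (45 min) then 2 (30 min); luminescence.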
IL-2 act: qHTS of IL-2 Activators. IL-2 activation reporter assay, cell-based qHTS; stimulated with anti-CD3/CD4/CD28 beads; in transgenic mouse T cells. 360,000 compounds, 0.065% hits. AID 652025, 2013. activation, % (series mostly up to about 46 µM); in the data active means activation above about 50%; inconclusive means mostly about 30% to 49%; further: 0% is about no effect
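Readout: EGFP and DsRed signals by fluorescent plate cytometry. Unstimulated transgenic mouse T cells received compound 60 min before antibody-bead stimulation, then incubated 18 h at 37 degrees C.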
Numbers without * were called inactive; u = inconclusive; x = no result given; [ ] = remark or other dose. Unless noted, the call rests on the fitted dose curve; in most records, active means well fitted curve in the direction sought with a large enough effect; inconclusive means small, poorly fitted or top-dose-only effect, or another doubt; inactive means no such curve, though single readings can be large; an effect the other way counts as inactive or inconclusive.

SMILES | WRN inhibitor | aSyn rescue | PLK1 PBD inh | Abeta rescue | EPAC1 antag | FUS yeast rescue | EPAC1 ag | PI5P4Ka inh | IL-2 act
Cc1nnc(NCc2ccccc2)c2ccccc12 | -19% | -7% | -22% | 15% | -6% | 12% | -1% | -5 | 1.1
O=C(O)c1cccc(C(=O)Nc2cccc(NC(=O)C3CCCO3)c2)c1 (stereo not drawn) | -12% | 1% | -9% | -18% | 11% | u | 4% | -17 | -0.1
CC(C)Cn1c(=S)[nH]c2cc(C(=O)O)ccc2c1=O | 1% | -1% | -10% | -2% | -21% | -24% | -10% | -59* | -2.9
Cc1ccc(-c2csc(NC(=O)c3cccc(N4C(=O)CCC4=O)c3)n2)o1 | -8% | 0% | -7% | -6% | -9% | -4% | -1% | -16 | 0.2
CCN=C1SC(CC(=O)Nc2ccccc2OCC)C(=O)N1CC (stereo not drawn) | -12% | 1% | -8% | -2% | -1% | 15% | 1% | x | -1.6
O=c1c2ccccc2sc2c(CO)ccc(NCCN3CCCCC3)c12 | -6%[11.6 µM] | 1% | 0% | 0% | -13% | x | 1% | 14 | -6.6
O=C(NCc1ccccn1)c1nn(-c2ccccc2)c(=O)c2ccccc12 | -9% | -10% | -8% | -6% | 3% | -1% | 4% | 6 | 0.1
N#CC(C#N)=C1C=CC=CN1/C(=C\c1ccco1)C(=O)c1ccccc1 | 18µM* | 13% | 12µM* | -7% | -14% | 0% | 8% | 1 | -0.9
CC(Nc1nc(-c2cccnc2)nc2ccccc12)c1ccc(F)cc1 (stereo not drawn) | -1% | -21% | -5% | -18% | -14% | 28% | 25% | -6 | -0.6
COC(=O)c1cccc(NC(=O)c2cccnc2)c1 | -29% | -1% | -7% | -8% | 11% | x | 11% | -8 | -1.5
CCc1ccc(NC(=O)CN2CCCN(S(=O)(=O)c3ccc(F)cc3)CC2)cc1 | -7% | -10% | -7% | -5% | -20% | 15% | 10% | 3 | -0.5
O=C(CSCc1ccccc1Cl)N/N=C/c1ccco1 | -7% | -9% | u | 11% | -2% | 5% | 10% | 0 | 0.6
C#Cc1ccc([C@@H]2C=C(C(=O)N3CCOCC3)O[C@H](OCc3ccc(CO)cc3)C2)cc1 | 1% | 3% | 0% | 1% | 3% | u | -3% | -2 | -2.7
O=C(c1cccnc1)C1CCCN(Cc2nc(Cc3ccccc3)no2)C1 (stereo not drawn) | -14% | 7% | -11% | 11% | -11% | 23% | 0% | 2 | 0.4
CCn1ccc(C(=O)Nc2c(C)nn(Cc3c(F)c(F)c(F)c(F)c3F)c2C)n1 | -6% | -8% | -5% | -2% | 25% | -2% | 0% | 5 | 0.2
CCc1ccc(-n2cc(-c3ccc([N+](=O)[O-])cc3)[nH]c2=S)cc1 | -9% | -8% | -8% | -5% | -12% | x | -1% | -13 | -3.5
CC(C)NC(=O)Nc1ccc(Br)cc1Cl | -1% | 0% | 0% | 12% | 6% | -5% | -2% | 0 | -0.6
O=C(CN1C(=O)S/C(=C\C=C\c2ccccc2)C1=O)NC1CCS(=O)(=O)C1 (stereo not drawn) | -9%[57.1 µM] | -7% | u | 23% | -2% | u | 5% | -4 | 0.3
Cc1cc(O)ccc1Nc1cc(-c2cccc(N)c2)ncn1 | -6% | -3% | -4% | -3% | 9% | -11% | 6% | x | -0.4
COc1ccc(NS(=O)(=O)/C=C/c2ccccc2)cc1 | 2% | 0% | -17% | -11% | -17% | x | -3% | -9 | -3.0
COc1ccc(Cn2c(=O)oc3ccccc32)cc1 | -7% | 6% | -4% | 9% | -3% | -13% | 1% | 2 | -1.1
C#CC(C)(CC)NC(=O)c1cc2cccc(CC=C)c2oc1=O (stereo not drawn) | -2% | 14% | -20% | -16% | -13% | 25% | -18% | -2 | -1.4
CCCCc1c(-c2ccccc2OC)ncn1CCc1cccc(OC)c1 | -4% | 9% | -3% | 1% | 0% | 10% | -6% | 8 | -0.9
COc1cccc(-c2cccc(-c3nc(C(=O)NCc4ccc5c(c4)OCO5)cc4c3[C@H](CCO)N(S(=O)C(C)(C)C)C4)c2)c1 (stereo partly drawn) | -11% | -53%[inhibitor] | -11% | -10% | -18% | 20µM* | -12% | 4 | -0.6
O=[N+]([O-])c1cc(F)cc(F)c1Nc1cc(F)cc(F)c1 | -7% | 6% | -2% | 2% | -8% | -3% | 3% | 1 | -0.9
O=C(CSc1ccccc1)Nc1cccc(S(=O)(=O)N2CCCC2)c1 | 1% | -1% | -18% | 8% | -6% | x | -6% | 1 | 0.8
CCCS(=O)(=O)c1c(S(=O)(=O)CCC)c2ccc(C(C)=O)cn2c1C(=O)OC | -5% | 13% | u | 8% | 3% | 12% | 0% | -5 | 7.6
O=C(CS(=O)(=O)c1ccccc1)Nc1cccnc1 | -4% | 1% | 1% | -9% | 10% | -13% | 12% | 2 | 1.5
NC(=O)COC(=O)[C@H](Cc1ccccc1)NS(=O)(=O)c1ccc2c(c1)OCCO2 | -5% | -3% | -11% | -8% | -17% | 7% | 1% | -5 | -3.4
Cc1c(Cl)ccc(S(=O)(=O)Nc2cccnc2)c1Cl | 0% | 1% | -2% | 2% | -4% | -8% | -13% | 1 | -1.3
c1ccc2[nH]c(CCCCc3nc4ccccc4[nH]3)nc2c1 | -7% | -4% | -16% | -11% | -9% | -1% | 6% | -14 | -3.4
O=C(O)C1CCCCC1C(=O)NC1C2CC3CC(C2)CC1C3 (stereo not drawn) | -13% | 5% | -5% | 24% | 6% | -1% | -2% | 4 | 1.2
O=C(Nc1nnc(CCc2ccccc2)s1)c1ccco1 | -7% | -9% | -7% | 1% | 1% | 15% | 5% | x | 0.7
CN(C)NC(=O)c1ccc([N+](=O)[O-])s1 | -2% | -4% | -13% | 16% | -22% | -8% | 2% | 0 | 0.7
CNc1nc(C)c([N+](=O)[O-])c(Nc2ccc(OC)cc2)n1 | 10% | 11% | 12µM* | 11% | 2% | -2% | -2% | -27 | -0.6
O=S(=O)(/N=C(/Nc1cccc2ccccc12)c1ccccc1)c1cccs1 | -11% | 17% | -4% | 26% | -11% | -2% | 7% | -4 | -0.3
C=CCc1cc(C)ccc1OCCOCCN1CCN(C)CC1 | 5% | 3% | -6% | 24% | 1% | -21% | 10% | -1 | -0.7
O=C(N=C1SC2CS(=O)(=O)CC2N1c1ccc(Br)cc1)C1CCCO1 (stereo not drawn) | -3% | 0% | -9% | -4% | 0% | 19% | -7% | -4 | -1.5
CC(=O)NC(Cc1ccc(C)cc1)C(=O)NC1CCN(C(=O)NCc2ccccc2)CC1 (stereo not drawn) | 2% | 0% | -11% | -4% | 2% | 13% | 0% | 5 | -0.5
Clc1cccc(Cl)c1NC1=NCCC1 | -3% | -2% | -8% | 2% | -2% | u | -2% | -1 | -3.0
Cc1ccc(NC(=O)CN2C(=O)NC3(CCCC3)C2=O)c(Cl)c1 | 21% | -2% | -7% | -7% | -4% | 5% | -1% | 3 | 0.4
COc1cc(Cl)ccc1OCc1cc(C(=O)N(C)C2CCOC2)no1 (stereo not drawn) | -4% | 13% | -5% | 14% | -6% | 2% | -11% | -2 | -4.7
CC1CCN(C(=O)CSc2nnc(-c3cccnc3)n2C2CCCCC2)CC1 | 5% | 1% | -4% | 12% | -7% | 22% | 3% | x | -1.0
O=C(NC1CCCCC1)C(c1ccc(Cl)cc1)N(C(=O)c1cnccn1)c1ccc2c(c1)OCO2 (stereo not drawn) | -8% | 5% | 1% | -10% | 2% | 1% | -2% | x | 5.2
CS(=O)(=O)c1ccc2nc(NC(=O)Nc3ccc(Cl)cc3)sc2c1 | -14%[57.1 µM] | 5% | 1% | 3% | 27% | 19% | -4% | 0 | -0.1
CCOC1=C(C#N)CC2(CC1)c1ccccc1-c1ccccc12 | -4% | 6% | 4% | 24% | -16% | 4% | 7% | 15 | 0.6
O=C(CSc1nc(-c2cccs2)cc(C(F)(F)F)n1)NCCCn1ccnc1 | 0% | 4% | -7% | -9% | 7% | -18% | 9% | x | 2.0
O=C1c2ccccc2C(=O)c2c1ncn2-c1ccccc1 | 3% | 16% | -5% | 8% | 1% | -4% | -9% | 2 | 0.3
Cc1cc(N(CCO)CCO)ccc1C(c1ccc(N(CCO)CCO)cc1C)c1ccccc1Cl | -13% | 1% | -1% | 5% | 2% | x | 1% | 3 | -4.8
Cc1ccc2cc(CCNC(=O)c3c(-c4ccccc4Cl)noc3C)c(=O)[nH]c2c1 | -14% | -2% | -8% | 5% | 6% | 11% | 1% | -5 | -2.4

Some of the entries above, reformatted.
| Structure | WRN inhibitor | aSyn rescue | PLK1 PBD inh | Abeta rescue | EPAC1 antag | FUS yeast rescue | EPAC1 ag | PI5P4Ka inh | IL-2 act |
| --- | --- | --- | --- | --- | --- | --- | --- | --- | --- |
| O=C(NC1CCCCC1)C(c1ccc(Cl)cc1)N(C(=O)c1cnccn1)c1ccc2c(c1)OCO2 (stereo not drawn) | -8% | 5% | 1% | -10% | 2% | 1% | -2% | x | 5.2 |
| CS(=O)(=O)c1ccc2nc(NC(=O)Nc3ccc(Cl)cc3)sc2c1 | -14%[57.1 µM] | 5% | 1% | 3% | 27% | 19% | -4% | 0 | -0.1 |
| CCOC1=C(C#N)CC2(CC1)c1ccccc1-c1ccccc12 | -4% | 6% | 4% | 24% | -16% | 4% | 7% | 15 | 0.6 |

Compounds as they come (roughly 4.1% active in at least one column).
